# Compound activity (PubChem)
# USP1 inh: Inhibitors of USP1/UAF1: Primary Screen; Ubiquitin carboxyl-terminal hydrolase 1 (Homo sapiens), O94782; recombinant USP1/UAF1, Ub-Rhodamine cleavage fluorescence; Potency, µM (series often up to 57.1 µM), for inactives: top-dose activity change, negative = inhibition, hits mostly inhibitors; 390,000 tested, 0.23% active; AID 743255, 2014; also: potency is read from the fitted curve at half-maximal effect; % is scaled to controls: 0 for no effect and ±100 for the full control effect; nearly all actives have a fitted effect of over 60% in size; inactives centre near -12
#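 1 nM enzyme complex + cpd, 15 min RT; start with Ub-Rho 150nM final; kinetic fluorescence ex 480/em 540, 6 reads q60 s. Buffer 50mM HEPES pH 7.8, 0.5mM EDTA, 0.1 mg/ml BSA, 1mM TCEP, 0.01% Tween-20.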
# TrxR1 substrate: qHTS Assay for Substrates of Mammalian Selenoprotein Thioredoxin Reductase 1 (TrxR1): qHTS; purified TrxR1 substrate turnover, NADPH consumption readout; AID 588456, 2011; Potency, µM (highest dose often 114 µM), without a hit: at the highest dose activity change, negative = substrate turnover; Thioredoxin reductase 1, cytoplasmic (Rattus norvegicus), O89049; 390,000 tested, 0.01% active; also: potency is read from the fitted curve at half-maximal effect; % is scaled to controls: 0 for no effect and ±100 for the full control effect; nearly all actives have a fitted effect of over 50% in size
#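 Rat TrxR1, dispensed at 90 nM, was prereduced with 400 uM NADPH (final) for 5 min at ~22 deg C, then incubated with compound 15 min before 400 uM selenite. A first-read NADPH fluorescence drop versus no-compound background flagged substrates.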
# TrxR1 inh: qHTS Assay for Inhibitors of Mammalian Selenoprotein Thioredoxin Reductase 1 (TrxR1): qHTS; recombinant rTrxR1, NADPH fluorescence consumption, selenite substrate; Potency, µM (doses to about 114 µM), without a hit: at the highest dose activity change, negative = inhibition, actives largely listed as inhibitors; 390,000 tested, 1% active; AID 588453, 2011; also: potency is read from the fitted curve at half-maximal effect; % is scaled to controls: 0 for no effect and ±100 for the full control effect; nearly all actives have a fitted effect of over 65% in size
#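 Rat TrxR1 (90 nM in the dispensed reagent) was pre-reduced with 400 uM NADPH for 5 min at room temperature, then incubated with compound for 15 min. After 400 uM selenite was added, NADPH fluorescence (Ex 340/Em 450 nm) was followed for 8 min.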
# PI4K2A block: qHTS for small molecular inhibitors of PI4K2A | 420,000 tested, 0.13% active | activity change, negative = inhibition, % at 76.9 µM | Phosphatidylinositol 4-kinase type 2-alpha (Homo sapiens), Q9BTU6 | purified PI4K2A, ADP-Glo luminescence, 1 h; active compounds read low | AID 1346378, 2018; in the data active = activity change below about -50%; inconclusive = mostly about -30% to -49%;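 also: -100% = wells without enzyme as full effect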
#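 Compounds are screened against recombinant PI4K2A using PI as substrate and ATP, the latter dispensed at 300 microM. Reactions run one hour at ambient temperature before ADP-Glo detection; full inhibition defined by wells lacking enzyme.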
# D2 ag: HTS Assay for Allosteric Agonists of the Human D2 Dopamine Receptor: Primary Screen for Agonists | D(2) dopamine receptor (Homo sapiens), P14416 | HEK293 T-REx D2 cells, calcium flux agonist mode | activation, % at 2 µM | 340,000 tested, 0.53% active;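 active = activation over 3 SD above normal in the single-dose calcium agonist read, cut at about 30% in these data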; also: 0% is about no effect
# Target sequence (P14416 whole entry, looked up): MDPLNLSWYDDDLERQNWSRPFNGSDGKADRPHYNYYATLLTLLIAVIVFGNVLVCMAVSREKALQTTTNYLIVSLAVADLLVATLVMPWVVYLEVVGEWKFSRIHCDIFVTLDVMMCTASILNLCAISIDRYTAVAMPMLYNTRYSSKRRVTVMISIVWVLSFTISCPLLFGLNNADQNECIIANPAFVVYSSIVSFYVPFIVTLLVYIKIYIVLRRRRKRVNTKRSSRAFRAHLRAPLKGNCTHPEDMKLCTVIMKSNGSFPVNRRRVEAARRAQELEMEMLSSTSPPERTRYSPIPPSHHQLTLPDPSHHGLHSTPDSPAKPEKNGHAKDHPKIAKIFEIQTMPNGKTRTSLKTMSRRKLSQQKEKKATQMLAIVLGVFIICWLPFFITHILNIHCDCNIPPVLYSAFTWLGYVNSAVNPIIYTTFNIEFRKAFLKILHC
#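 Calcium-flux readout, 1 cycle/sec over 180 s following compound pin transfer, in inducible HEK293 Trex D2 cells (force-coupled); dopamine controls included. Positive calcium responses during this window marked compounds as potential agonists.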
# TRHR ag: qHTS for Small Molecule Agonists and Allosteric Enhancers of Human TRH Receptor: Primary Screen for Agonists | TRHR cells, calcium flux fluo-8, FDSS agonist mode | 360,000 tested, 0.18% active | Thyrotropin-releasing hormone receptor (Homo sapiens), P34981 | activation, % at 2 µM; in the data active = activation above about 30%; also: 0% is about no effect
# Target sequence (P34981 whole entry, looked up): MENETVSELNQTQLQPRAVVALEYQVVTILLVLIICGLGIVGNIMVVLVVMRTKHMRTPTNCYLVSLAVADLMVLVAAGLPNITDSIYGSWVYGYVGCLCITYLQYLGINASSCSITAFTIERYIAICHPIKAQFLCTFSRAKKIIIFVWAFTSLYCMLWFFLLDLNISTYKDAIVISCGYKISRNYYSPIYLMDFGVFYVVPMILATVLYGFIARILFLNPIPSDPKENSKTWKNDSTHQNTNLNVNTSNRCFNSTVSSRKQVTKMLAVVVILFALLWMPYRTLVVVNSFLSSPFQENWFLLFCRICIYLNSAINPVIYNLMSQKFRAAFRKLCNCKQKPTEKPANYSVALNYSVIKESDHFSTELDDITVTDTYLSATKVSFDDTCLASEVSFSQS
#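 TRHR-expressing cells, plated overnight in medium with 10% serum, were loaded with fluo-8 calcium dye at room temperature. After a 10 s baseline, library compound was pin-added and calcium release was recorded kinetically (ex 480/em 530) as agonist response.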
# D2 antagonist: HTS Assay for Allosteric Antagonists of the Human D2 Dopamine Receptor: Primary Screen for Antagonists; HEK293 TREx D2 cells, calcium flux, dopamine EC80; inhibition, % at 10 µM; 340,000 tested, 2% active; AID 485344, 2010; in the data active = inhibition above about 30%; also: 0% is about no effect
#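 Overnight-induced (tetracycline, 30 C) HEK293 T-REx cells carrying force-coupled D2 receive a no-wash calcium dye, then compound, then EC80 dopamine at 180 s; signals are read kinetically throughout.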
# TRHR enhancer: qHTS for Small Molecule Agonists and Allosteric Enhancers of Human TRH Receptor: Primary Screen for Enhancers. AID 493056, 2011. TRHR cells, fluo-8 calcium fluorescence, EC20 TRH enhancement. 360,000 tested, 0.66% active. enhancement, % at 2 µM. Thyrotropin-releasing hormone receptor (Homo sapiens), P34981; in the data active = enhancement above about 30%; also: 0% is about no effect
#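 Enhancer read-out: after compound pinning and an initial kinetic agonist-mode read, an EC20 of TRH (10 nM final) was injected and fluo-8 calcium signal (Ex 480/Em 530) followed at 1 s/cycle for 100 cycles in TRHR-expressing cells.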
# IDH1 R132H inh: qHTS for Inhibitors of mutant isocitrate dehydrogenase 1 (IDH1): qHTS; Potency, µM (doses to about 76.6 µM), for inactives: top-dose activity change, negative = inhibition, hits mostly inhibitors; Isocitrate dehydrogenase [NADP] cytoplasmic (Homo sapiens), O75874; 390,000 tested, 0.093% active; IDH1-R132H enzyme, NADPH consumption, diaphorase/resazurin fluorescence; also: potency is read from the fitted curve at half-maximal effect; % is scaled to controls: 0 for no effect and ±100 for the full control effect; nearly all actives have a fitted effect of over 65% in size
#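 IDH1-R132H (0.5 ug/mL) preincubated 30 min with compound, then NADPH (0.016 mM) and alpha-KG (2 mM) added; 80 min at RT, pH 7.5. Remaining NADPH coupled via diaphorase/resazurin to fluorescence (540/590 nm); concentration-response curves normalized to no-enzyme control.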
# * marks the source's active call; other numbers are inactive results; u = inconclusive; x = no result given; & = joins results of further samples; [ ] = remark or other dose. Unless noted, calls follow the shape of the dose curve; as a rule, active = well fitted inhibition curve with a large enough effect; inconclusive = small, poorly fitted or top-dose-only effect; inactive = no such curve, though single readings can be large or run the other way.
SMILES,USP1 inh,TrxR1 substrate,TrxR1 inh,PI4K2A block,D2 ag,TRHR ag,D2 antagonist,TRHR enhancer,IDH1 R132H inh
CCCOc1ccc(NC(=O)CC2C(=O)N(c3ccc(C)cc3)C(=O)N2C2CCCC2)cc1 (stereo unspecified),-35%,-1%,9%,-3,-0.8,-2.2,x,4,10%
COc1cc(-c2noc(-c3cc4cc(F)ccc4oc3=O)n2)cc(OC)c1OC,16%,-3%,14%,-1,0.8,-0.2,x,5,-10%
CCC(C(=O)N1CCc2ccccc2C1)n1nc(C)n2c(cc3occc32)c1=O (stereo unspecified),-6%,-6%,-19%,-8,0.3,0.0,-11,5,8%
COc1ccc(CNC(=O)c2ccccc2SCC(=O)N2CCCC2)cc1OC,2%,-2%[57.1 µM],-1%[57.1 µM],0,-2.2,-0.2,7,3,-11%
N#C/C(=C\c1cccs1)C(=O)NCC1CCCO1 (stereo unspecified),-19%,13%[57.1 µM],16%[57.1 µM],1,-0.7,0.8,-1,1,4%
COc1ccc(CCNC(=O)c2c(O)c3ccccc3[nH]c2=O)cc1,-12%,-3%,18%,-4,x,1.1,x,0,-10%
COc1ccc(CCN2C(=O)CC(N3CCN(S(=O)(=O)c4ccccc4)CC3)C2=O)cc1 (stereo unspecified),-15%,-8%[57.1 µM],6%[57.1 µM],-4,-0.2,-0.2,8,0,9%
CCC(CC)c1nc2cc(OC)c(OC)cc2c(=O)o1,-2%,-15%,7%[57.1 µM],-2,-0.8,0.1,-12,3,4%
COC(=O)CNC(=O)c1cc(-c2ccncc2)nc2ccccc12,3%,4%,16%,-1,-0.4,-0.8,-11,4,-2%
O=C1CC(c2ccc3c(c2)OCO3)Sc2nc3ccccc3n21 (stereo unspecified),-14%,-3%[57.1 µM],5%,8,0.3,0.1,-11,6,2%
CC1CCN(S(=O)(=O)c2ccc3c(c2)CC(C)N3C(=O)C2CCC2)CC1 (stereo unspecified),-25%,-6%,10%,4,-0.5,0.3,-8,-7,-3%
COc1ccccc1/C=N/NC(=O)CO,-19%,-10%,-10%,1,0.2,0.1,-5,-2,1%

# Given as tab-separated lines: 5 of the compounds above
molecule	USP1 inh	TrxR1 substrate	TrxR1 inh	PI4K2A block	D2 ag	TRHR ag	D2 antagonist	TRHR enhancer	IDH1 R132H inh
CCC(C(=O)N1CCc2ccccc2C1)n1nc(C)n2c(cc3occc32)c1=O (stereo unspecified)	-6%	-6%	-19%	-8	0.3	0.0	-11	5	8%
COc1ccc(CNC(=O)c2ccccc2SCC(=O)N2CCCC2)cc1OC	2%	-2%[57.1 µM]	-1%[57.1 µM]	0	-2.2	-0.2	7	3	-11%
N#C/C(=C\c1cccs1)C(=O)NCC1CCCO1 (stereo unspecified)	-19%	13%[57.1 µM]	16%[57.1 µM]	1	-0.7	0.8	-1	1	4%
COc1ccc(CCNC(=O)c2c(O)c3ccccc3[nH]c2=O)cc1	-12%	-3%	18%	-4	x	1.1	x	0	-10%
COc1ccc(CCN2C(=O)CC(N3CCN(S(=O)(=O)c4ccccc4)CC3)C2=O)cc1 (stereo unspecified)	-15%	-8%[57.1 µM]	6%[57.1 µM]	-4	-0.2	-0.2	8	0	9%

# The list continues.
SMILES,USP1 inh,TrxR1 substrate,TrxR1 inh,PI4K2A block,D2 ag,TRHR ag,D2 antagonist,TRHR enhancer,IDH1 R132H inh
C[C@@H]1CCC(=O)N(C[C@@H](C)CSc2ccc(Br)cc2)CC1,u,-3%&-7%,10%&11%,-8,1.0,-0.3,-6,-2,12%
Cc1cc(C)n(CC2CC(=O)N(c3ccccc3)C2=O)n1 (stereo unspecified),-19%,7%,10%,1,-0.1,0.3,2,2,-1%
O=C(c1ccc2nc(N3CCOCC3)sc2c1)N1CCN(C(=O)c2ccco2)CC1,u,4%,13%,5,0.0,0.1,-2,5,-5%
CC(C)CNC(=O)Nc1ccccc1F,-8%,4%,24%,2,0.2,0.2,5,1,1%
CCCNC(=O)Cn1c(=O)/c(=C\c2ccc(-c3cccc([N+](=O)[O-])c3)o2)s/c1=C\C(=O)C(C)(C)C,32%[activator],-18%,-12%,2,2.9,3.6,-9,7,-3%
CC(NC(=O)c1ccccc1)C(c1cccs1)N1CCOCC1 (stereo unspecified),1%,6%,2%[57.1 µM],3,0.2,0.5,14,-2,-5%
O=C(NCCCN1CCCCC1)C1(S(=O)(=O)c2ccc(Cl)cc2)CC1,-27%,2%,14%,-8,1.0,0.3,-16,2,13%
COc1ccccc1CCNC(=O)c1cnccn1,-20%,11%,22%,1,0.2,-0.1,14,4,0%
Cc1ccc(/C=N/NC(=O)c2cccc(S(=O)(=O)Nc3cccc(Cl)c3)c2)o1,2%,7%,32%,-1,-0.5,0.4,-6,1,4%
Cc1cnn(-c2nc(-c3ccccc3)cc(-c3ccccc3)n2)c1,-27%,-5%[57.1 µM],-1%[57.1 µM],-4,-0.3,-0.1,-7,3,5%
COc1ccc2ccccc2c1CNC(C)c1ccccc1 (stereo unspecified),9%,-5%,-3%,0,0.3,0.1,8,-9,-8%
CCC(CC)COC(=O)C1=C(C)NC(=O)NC1c1ccc(N(C)C)cc1 (stereo unspecified),-8%,-4%,25%,-2,-0.9,0.1,-3,5,3%
O=C(NC1CCCCC1)NC1CCN(S(=O)(=O)c2ccc3c(c2)OCCO3)CC1,-10%,6%,15%,-6,0.6,-0.2,6,3,-2%
O=C(CC(=O)Nc1ccccc1C(F)(F)F)Nc1ccccc1C(F)(F)F,-16%,2%,5%,-2,0.0,0.1,7,-1,10%
CC(C)C(c1nnnn1CCc1ccccc1)N1CCOCC1 (stereo unspecified),-6%,7%,-2%,-2,-1.5,-0.3,0,1,10%
Cc1ccc(S(=O)(=O)N(CC(=O)N2CCc3ccccc3C2)c2ccc(Cl)c(Cl)c2)cc1,-8%,-2%,-1%,-2,x,-1.1,x,-2,-4%
Cc1ccc(SCc2nc(-c3ccc(C(=O)Nc4cc(C)ccc4C)cc3)oc2C)cc1,-24%,-4%,3%,1,-1.0,-0.8,x,4,6%
NS(=O)(=O)c1ccc(CCNC(=O)C2CCN(C(=O)Nc3ccccc3)CC2)cc1,-4%,9%[57.1 µM],19%,-3,x,x,x,x,-3%
COc1ccccc1CNS(=O)(=O)c1ccc(NC(C)=O)cc1,-9%,2%,17%,8,x,1.1,x,8,7%
Cc1cc(OCC(=O)Nc2ccc(CN3CCOCC3)cc2)c2c(C)c(C)c(=O)oc2c1,-13%,-3%,29%,-5,0.1,-0.1,-7,-7,-2%
Cc1ccc(O)c(C2=Nc3ccccc3N=C(c3cccc(F)c3)C2)c1,x,-10%,-14%,x,-2.3,-1.6,x,17,x
CCN(CC)CCNC(=O)c1cc(-c2ccco2)nc2ccccc12,-13%,87%[activator][57.1 µM],u,-7,-0.2,1.6,-7,1,3%
CSc1nnc2n(C3CCCCC3)c(=O)c3c4c(sc3n12)CCCC4,x,x,x,x,0.4,0.6,11,-1,x
O=C(Nc1ccc2ccccc2c1)N1CCN(c2ncccc2C(F)(F)F)CC1,-9%,4%[57.1 µM],8%[57.1 µM],-1,-0.4,-0.4,-23,11,4%
Cc1oc(-c2ccc(Cl)cc2)nc1CS(=O)CC(=O)NCCCN1CCOCC1 (stereo unspecified),-17%,2%,18%,9,1.0,-0.3,2,-6,2%
CCc1ccc(CN2CCCC(CNS(=O)(=O)c3ccc(OC)cc3)C2)cc1 (stereo unspecified),-5%,13%,21%[57.1 µM],-9,0.6,0.7,-6,1,8%
COc1ccc(/C(O)=C2\C(=O)C(=O)N(c3cc(C)on3)C2c2ccccc2OC)cc1 (stereo unspecified),-13%,-5%,-10%,9,-2.0,-1.4,-25,-7,2%
CCCn1c(SCC(=O)Nc2nnc(CC)s2)nc2c1c(=O)n(C)c(=O)n2C,x,x,x,x,0.4,0.1,-13,-1,x
O=C(Nc1ccc(Br)cc1)c1ccc(Br)c(S(=O)(=O)N2CCCCC2)c1,-34%,13%[57.1 µM],34%[57.1 µM],-1,1.5,1.7,x,-10,0%
CN(CC(=O)Nc1ccccc1Cl)C(=O)COC(=O)C1=COCCO1,-14%,-9%,-8%,-3,0.0,0.1,-9,1,7%
CN(Cc1cnn(C)c1)C(=O)C1CCC(=O)N(Cc2cccc(F)c2)C1 (stereo unspecified),-28%,4%,24%,0,0.6,-0.3,7,1,-7%
Cc1ccc(C(=O)N(CC(=O)NC2CCCC2)c2ccccc2C)s1,-3%,0%,5%,-4,1.3,-0.5,27,4,-2%
O=C(c1ccc(F)cc1Cl)N(Cc1ccco1)C1CCS(=O)(=O)C1 (stereo unspecified),-9%,2%,-20%,-4,0.3,0.7,5,2,0%
O=C(NCCc1c[nH]c2ccccc12)c1cccc(Br)c1,-17%,0%,-3%,0,0.8,-0.3,15,1,9%
COc1ccc(CNC(=O)C2CC(c3ccc(C(F)(F)F)cc3)=NO2)cc1 (stereo unspecified),-8%,-2%,11%,-1,-0.7,0.1,-10,0,-10%[38.3 µM]
Cc1ccc(Cl)cc1N1C(=O)CC(Sc2ncccn2)C1=O (stereo unspecified),-7%,1%,-10%,2,0.0,-0.1,-2,1,-6%
